Screens (PubChem BioAssay)
ARNT TACC3 PPI – ARNT/TACC3 interaction disruption; Q9Y6A5; AlphaScreen His-ARNT PAS-B/GST-TACC3 binding, luminescence; TACC3 fragment carries E629A point mutation; inhibition, % at 9.99 µM; 390,000 tested, 0.66% active; AID 623870;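 active = mean inhibition of replicates at least 50% and at least half of replicates each reaching 50%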;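 also: 0% = complete ARNT plus TACC3 wells and 100% = ARNT alone without TACC3; many hits fall short of the cut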
LGR2 antag – Drosophila LGR2 receptor signaling inhibition; HEK293 LGR2, CRE-luciferase, bursicon-stimulated, 4 h; inhibition, % at 9.99 µM; 380,000 tested, 0.35% active; AID 720647;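 active = drop in luminescence signal, shown as inhibition above about 50% in the replicate tests, limit read from the data, passing the limit was not always enough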;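 also: agonist challenge used bursicon conditioned medium at about half maximal strength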
PglD DTNB – inhibitors of Campylobacter jejuni PglD acetyltransferase; purified PglD enzyme, DTNB colorimetric CoA detection; inhibition, % at 12.5 µM; 360,000 tested, 0.098% active; AID 602405; in the data active = inhibition above about 16%, passing the limit was not always enough; also: strong numbers were not always called active
Cneo AK release – causes C. neoformans cell lysis | adenylate kinase release luminescence, 4 h; normalised: neutral wells 0, clomiphene wells 100 | lysis activity, % at 15 µM | 360,000 tested, 0.2% active;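 active = mean lysis activity across replicates of at least 80%, whatever share of replicates individually reach that level; inactive = mean lysis activity below 80%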
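Material: C. neoformans cells | Amount: Yeast cell density of 5 × 10^6 cells/mL | Medium: Fresh YPD growth medium | Dosing: Single dose | Times: Static 4 h at 37 °C with compound, 1 h detection | Detection: AK luminescence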
INS-1E GSIS act – GLuc luminescence reporter in INS-1E cells, primary screen for activators of glucose-dependent secretion of insulin; 370,000 tested, 0.61% active; activation, % at 16.6 µM; INS-1E GLuc reporter insulin secretion, 2-3 h; AID 743287;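 active = lowest replicate activation of at least 40%, so every replicate reaches that level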;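 also: 0% = median of neutral control wells and 100% = median of IBMX positive control wells; some compounds called inactive have numbers as strong as hits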
C2C12 statin – suppression of simvastatin myotoxicity; C2C12 myotubes + simvastatin, ATP luminescence, 48 h; scaled: DMSO 0, geranylgeraniol control 100; rescue of ATP level, % at 7.49 µM; 330,000 tested, 0.78% active;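 active = mean ATP rescue above about 67%, or every replicate alone reaching that limit, limit read from the data, passing the limit was not always enough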;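 also: myotubes were challenged with 10 µM simvastatin during compound exposure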
PGC1a acetyl inh – modulators of PGC1a acetylation. inhibition, % at 15.6 µM. U2OS PGC1a acetylation, AlphaScreen anti-acetyl-lysine; with virally co-expressed GCN5 acetyltransferase. 350,000 tested, 0.17% active;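 active = every replicate shows inhibition of at least 40%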;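 also: 0% = neutral control wells and 100% = positive control wells; some results beyond the cut were filed as inactive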
PAX8 reporter – inhibitors of PAX8 transcriptional activity in RMG-I cells; 360,000 tested, 1.2% active; inhibition, % at 12.6 µM; RMG-I TPO-luciferase reporter, SteadyGlo, 24 h;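 active = mean replicate inhibition at least 60% with every replicate also reaching 60%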;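 also: luciferase light reporting Pax8 driven TPO promoter activity; plate controls were median of neutral control wells for no effect and mitoxantrone controls for full effect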
* hit, by the source's call; / = not tested or not shown; & = joins results of further samples; ! = a repeat was not active.

mol,ARNT TACC3 PPI,LGR2 antag,PglD DTNB,Cneo AK release,INS-1E GSIS act,C2C12 statin,PGC1a acetyl inh,PAX8 reporter
CCCNC(=O)N1[C@H](C#N)[C@@H](c2ccccc2C2=CCCC2)[C@@H]1CO,/,4.4,/,/,9.9,/,-25.3,25.3
O=C(CSc1nnc(NC(=O)C2CCC2)s1)Nc1ccccc1Br,10.3,-1.2,4.8,1.7,-6.2,-50.1,-20.5,-4.5
C[C@H](O)C#Cc1ccc2c(c1)O[C@H](CN(C)Cc1ccccn1)[C@H](C)CN([C@H](C)CO)S2(=O)=O,4.0,-2.4,0.1,0.9,24.6,-16.3,-0.3,/
C[C@H](O)C#Cc1cnc2c(c1)C(=O)N([C@@H](C)CO)C[C@H](C)[C@H](CN(C)Cc1ccccn1)O2,1.7,6.4,2.2,-4.0,27.9,4.1,8.0,/
CCOC(=O)C1CCCN(C2CC(=O)N(c3ccc(C)cc3)C2=O)C1 (stereo not given),-3.9,-2.7,-0.3,-5.1,-1.1,-4.1,-11.8,/
CC(C)(C)C(=O)Nc1c2c(nn1-c1ccc(F)cc1)CSC2,-0.4,-4.7,-0.4,-1.2,-3.0,-3.6,-3.9,11.6
CN(C)CCNc1nc2c(c(=O)[nH]c(=O)n2C)n1CCCc1ccccc1,-1.0,0.0,4.4,-1.3,11.1,-27.0,5.2,-1.9
O=C(Cc1cccc(C(F)(F)F)c1)NCC(c1ccco1)N1CCCCC1 (stereo not given),4.3,-8.1,-6.7,-1.5,-19.5,9.9,3.0,-2.2
CCCNC(=O)N1C[C@@H](C)[C@@H](OC)CN(C)C(=O)c2ccc(NC(C)=O)cc2OC[C@@H]1C,-1.1,4.0,8.1,-1.2,1.7,-8.1,-14.4,-7.6
COc1ccc(C(=O)Nc2ccc(C(=O)N3CCOCC3)cc2)cc1OC,-2.9,-0.3,-2.6,-1.8,1.8,-24.0,-13.1,-6.4
O=C(/C=C/c1ccc([N+](=O)[O-])cc1)Nc1cccc(C(=O)Nc2ccccc2C(=O)O)c1,24.3,-3.9,0.2,-0.2,-22.5,13.3,/,-3.2
Cc1cc(=O)oc2cc(O)cc(OCc3ccccc3)c12,-0.8,-2.5,/,/,-21.6,/,/,-10.2
Cc1cc(=O)n2[nH]c(CCC(=O)O)nc2n1,2.4,-4.6,/,/,-2.9,/,6.5,15.7
CC1(C)Cc2c(c(N3CCCC3)nc3sc(C(=O)Nc4ccccc4)c(N)c23)CO1,2.1,-30.5,/,/,16.3,10.0,-3.8,-28.9
COc1cc(C(=O)NCc2nnc(SCC(=O)Nc3c(C)cc(C)cc3C)o2)cc(OC)c1OC,2.1,-4.5,2.3,1.9,-1.5,-8.0,-0.4,4.3

Shown as labelled records: entries from further up.
Cc1cc(=O)n2[nH]c(CCC(=O)O)nc2n1
  ARNT TACC3 PPI: 2.4	LGR2 antag: -4.6	PglD DTNB: /	Cneo AK release: /	INS-1E GSIS act: -2.9	C2C12 statin: /	PGC1a acetyl inh: 6.5	PAX8 reporter: 15.7
CC1(C)Cc2c(c(N3CCCC3)nc3sc(C(=O)Nc4ccccc4)c(N)c23)CO1
  ARNT TACC3 PPI: 2.1	LGR2 antag: -30.5	PglD DTNB: /	Cneo AK release: /	INS-1E GSIS act: 16.3	C2C12 statin: 10.0	PGC1a acetyl inh: -3.8	PAX8 reporter: -28.9
COc1cc(C(=O)NCc2nnc(SCC(=O)Nc3c(C)cc(C)cc3C)o2)cc(OC)c1OC
  ARNT TACC3 PPI: 2.1	LGR2 antag: -4.5	PglD DTNB: 2.3	Cneo AK release: 1.9	INS-1E GSIS act: -1.5	C2C12 statin: -8.0	PGC1a acetyl inh: -0.4	PAX8 reporter: 4.3

New compounds follow
mol,ARNT TACC3 PPI,LGR2 antag,PglD DTNB,Cneo AK release,INS-1E GSIS act,C2C12 statin,PGC1a acetyl inh,PAX8 reporter
COCCN1Cc2cccc(C(=O)NCC3CCN(CC(C)C)C3)c2C1=O (stereo not given),-8.3,13.0,/,/,5.5,6.3,3.9,-1.5
CCC12OC(=N)C(C#N)(C1C)C(C#N)(C#N)C(c1ccccc1)O2 (stereo not given),/,-8.0,-0.9,0.4,-13.0,/,/,-30.6
CCCN1C[C@@H](C)[C@H](OC)CN(C)C(=O)c2cc(NC(=O)c3cccc(OC)c3)ccc2OC[C@@H]1C,/,-4.6,/,/,5.1,32.2,-9.4,/
CCN(CC)C(=O)C1CCN(Cc2ccc(OCc3ccccc3)c(OC)c2)CC1,-18.4,-21.9,2.9,-2.4,-6.2,-6.3,-1.6,-11.2
CCn1cnc2c1c(=O)n(CC(=O)NCc1ccccc1)c(=O)n2Cc1ccccc1,0.6,10.5,-4.4,0.9,-2.3,-0.4,-4.3,16.4
Fc1ccc(-c2ccc(C3[C@@H]4CN(Cc5cccc(F)c5)C[C@H]3N4)cc2)cc1 (stereo not given in full),/,13.0&37.2,/,/,376.2*!,/,18.3&-21.1,26.7&48.9
COCCn1c(SCC(=O)N2CCCCCC2)nnc1-c1ccco1,-4.1,5.8,1.7,-1.0,8.7,-1.7,2.5,10.0
COc1cccc(OC)c1C(=O)N1CCN(S(=O)(=O)c2ccc(C)cc2)CC1,-3.1,-14.5,4.5,1.9,-1.2,126.1*,-5.4,/
CCOc1cc(/C=C2\C(=N)N3N=C(C)SC3=NC2=O)ccc1OCCOc1cccc(OC)c1,/,-1.9,2.1,0.3,-36.8,0.0,/,-13.4
COc1ccc(-n2c(O)c(/C=C3\C=Nc4ccccc43)c(=O)[nH]c2=O)cc1,4.8,3.3,-2.4,-1.0,-5.8,2.3,-10.8,19.6
CC1(C)Cc2c(cnn2-c2cccc(F)c2)C(NC(=O)c2csnn2)C1 (stereo not given),1.2,4.7,-5.2,0.7,-17.0,-9.1,/,17.7
COc1cccc(C#Cc2ccc3c(c2)O[C@@H](CN(C)C(=O)c2ccccn2)[C@H](C)CN([C@H](C)CO)S3(=O)=O)c1,3.1,-4.3,0.1,3.3,-8.8,-7.1,-16.0,51.6
Cc1cc(NC(=O)CN2CCN(c3ccccc3O)CC2)no1,-26.8,/,3.1,-2.6,/,1.9,-13.7,8.6
Cc1cccc(OCC(=O)NNc2c3ccccc3nc3ccccc23)c1,-2.5,11.8,3.9,0.0,0.1,-112.6,-3.7,/
C[C@H]1CN([C@@H](C)CO)S(=O)(=O)c2ccc(C3=CCCCC3)cc2O[C@@H]1CN(C)C,/,6.6,/,/,2.6,24.6,-32.0,/
C[C@H]1CN([C@@H](C)CO)C(=O)Cc2cc(NC(=O)Nc3ccc(C(F)(F)F)cc3)ccc2O[C@@H]1CN(C)S(=O)(=O)c1ccc(Cl)cc1,/,19.7,/,/,-1.7,21.1,-9.9,/
C[C@H]1CN([C@@H](C)CO)C(=O)c2cccc(NS(=O)(=O)c3cccs3)c2O[C@H]1CN(C)C(=O)Nc1ccc(F)cc1,-2.7,-3.2,-3.7,-7.1,-7.2,-23.9,-0.5,9.9
COc1ccc(CNC(=O)C[C@H]2C=C[C@@H](NC(=O)c3cccc(F)c3)[C@@H](CO)O2)cc1,1.9,6.5,2.5,-2.6,4.7,1.9,-1.5,6.6
CC(C)NC(=O)N(C)C[C@@H]1Oc2c(NS(=O)(=O)c3cn(C)cn3)cccc2C(=O)N([C@H](C)CO)C[C@@H]1C,-1.3,10.8,3.7,7.1,3.8,/,-9.3,/
C[C@@H]1CCCCO[C@H](CN(C)C(=O)C2CCCCC2)[C@@H](C)CN([C@H](C)CO)C(=O)c2cc(NC(=O)Nc3cccc4ccccc34)ccc2O1,5.8,11.4,-1.7,52.8,6.8,/,-8.9,-20.1
Cc1ccc(C)c(S(=O)(=O)N(C)c2ccc(OC(=O)C3CCN(C(=O)Nc4ccccc4)CC3)cc2)c1,8.6,-7.7,3.6,-0.4,0.2,-25.0,4.7,-1.9
COc1cc(C(=O)NCc2cc3cc(Cl)ccc3n2C)cc(OC)c1OC,6.4,10.4,-6.5,-0.8,-6.7,26.2,/,5.9
COc1ccc(-c2cnc3c(c2)C(=O)N([C@@H](C)CO)C[C@@H](C)[C@@H](CN(C)C(=O)C2CCC2)O3)cc1,-0.1,-12.2,0.9,-1.3,18.4,-2.8,-7.7,/
O=C1CCCCCN1CP(=O)(O)CCc1ccccc1,-6.5,-2.8,4.4,5.6,12.0,-4.0,/,/
Cc1noc(C)c1NC(=O)Nc1ccc2c(c1)C(=O)N([C@H](C)CO)C[C@H](C)[C@@H](CN(C)C(=O)Nc1ccc(C(F)(F)F)cc1)O2,1.3&-3.6,14.3&-8.5,-1.9&1.3,45.0&-1.1,-5.9&5.9,-11.2&-5.4,2.8,2.8
CN(C)S(=O)(=O)n1cc(/C=C(\NC(=O)c2ccccc2F)C(=O)NCCCn2ccnc2)c2ccccc21,-0.2,-11.6,4.7,5.2,-1.1,-13.9,-5.9,-9.3
Cc1cc(C)c(NC(=O)Cn2c(=O)n(-c3ccc(CC(=O)NCC4CCCO4)cc3)c(=O)c3ccccc32)c(C)c1 (stereo not given),-3.3,-0.2,/,/,6.3,9.1,2.7,16.1
C[C@@H]1CN([C@@H](C)CO)C(=O)Cc2cc(NC(=O)Nc3ccc(C(F)(F)F)cc3)ccc2O[C@H]1CN(C)S(=O)(=O)c1cccs1,2.4,5.8,1.0,-1.6,1.8,-21.6,12.9,40.0
O=C1Cn2c(nc3ccccc32)N1c1cccc(C(F)(F)F)c1,-2.7,-3.5,3.8,2.9,18.2,11.8,-5.6,/
O=S(=O)(NCC1COc2ccccc2O1)c1ccc2ccccc2c1 (stereo not given),-7.0,-15.5,2.4,4.7,0.2,/,9.3,2.1
C[C@@H]1CCCCO[C@@H](CN(C)Cc2ccc(Cl)c(Cl)c2)[C@@H](C)CN([C@H](C)CO)C(=O)c2cc(NS(=O)(=O)c3ccc(F)cc3)ccc2O1,/,15.8,1.9,-0.7,13.8,/,-10.1,-2.7
COC(=O)C1=C(C)N(C)C(=O)NC1c1cccc2ccccc12 (stereo not given),3.4,1.0,-3.2,1.1,2.9,16.3,-5.1,12.6
O=C(NCCCn1ccnc1)c1cc(Br)c(Br)s1,15.4,7.4,4.2,2.4,24.7,12.6,0.4,-7.0
Cc1nc(SCC(=O)N2CCOCC2)c2c3c(sc2n1)CCC3,-7.4,-14.2,8.1,0.9,/,7.0,-1.6,-12.8
CCOc1ccccc1NC(=O)CCCNC(=O)Cn1cnc2sc(C)c(C)c2c1=O,-2.5,22.4,-0.6,0.5,2.0,12.9,/,-7.3
C[C@H]1CN([C@@H](C)CO)C(=O)c2cc(NC(=O)Nc3ccccc3)ccc2O[C@@H]1CN(C)Cc1ccc(C(F)(F)F)cc1,-1.4,-6.5,-13.4,-2.3,-13.4,-22.1,1.3,/
NS(=O)(=O)c1ccc(NC(=O)CSc2ncccn2)cc1,-0.7,2.6,-0.1,0.1,-5.2,9.5,-5.9,9.3
COc1ccc(NC(=O)CC2C(=O)N(c3cccc(OC)c3)C(=O)N2C(C)C)cc1 (stereo not given),-0.7,-28.7,-1.4,2.6,13.4,1.3,8.0,-12.8
O=C(CCCOc1ccc(Cl)cc1Cl)Nc1ccccc1C(=O)O,1.3,-36.1,-4.8,-3.6,-1.6,3.4,9.6,-87.7
CCOC(=O)CSc1nnc(CNC(=O)Cc2ccccc2)n1C,5.7,-4.5,-5.3,-4.2,3.6,6.1,9.5,/
O=S(=O)(Nc1cccnc1)c1ccc(Cl)cc1,32.3,/,-1.8,-0.4,22.9,-6.0,11.3,15.0
O=C(O)c1cccc(N2C(=O)/C(=C/c3ccc(SCc4ccc(Cl)cc4)o3)SC2=S)c1,-1.0,-10.8,/,/,-3.1,/,/,4.6
CCC(C(=O)NC(C)(C)C)N(Cc1ccco1)C(=O)CNS(=O)(=O)c1ccc(OC)cc1 (stereo not given),2.6,2.7,6.3,2.0,0.7,9.3,6.6,3.6
